Source: PubChem BioAssay
ALDH1A1 inh: qHTS Assay for Inhibitors of Aldehyde Dehydrogenase 1 (ALDH1A1) | Purified ALDH1A1, NADH fluorescence, propionaldehyde substrate | actives 7.3% (n = 220,000) | AID 1030, 2008 | Potency, µM (doses to about 75.3 µM), for inactives: at the highest dose activity, negative = inhibition, usual class: inhibitors | Aldehyde dehydrogenase 1A1 (Homo sapiens), P00352; active = well fitted inhibition curve with a large enough effect, not every such curve was filed as active; inconclusive = small, poorly fitted or top-dose-only effect, or another doubt; inactive = no such curve, though single readings can be large or run the other way;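 also: plate controls were no enzyme wells and a reference inhibitor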
Target sequence (P00352 whole entry, looked up): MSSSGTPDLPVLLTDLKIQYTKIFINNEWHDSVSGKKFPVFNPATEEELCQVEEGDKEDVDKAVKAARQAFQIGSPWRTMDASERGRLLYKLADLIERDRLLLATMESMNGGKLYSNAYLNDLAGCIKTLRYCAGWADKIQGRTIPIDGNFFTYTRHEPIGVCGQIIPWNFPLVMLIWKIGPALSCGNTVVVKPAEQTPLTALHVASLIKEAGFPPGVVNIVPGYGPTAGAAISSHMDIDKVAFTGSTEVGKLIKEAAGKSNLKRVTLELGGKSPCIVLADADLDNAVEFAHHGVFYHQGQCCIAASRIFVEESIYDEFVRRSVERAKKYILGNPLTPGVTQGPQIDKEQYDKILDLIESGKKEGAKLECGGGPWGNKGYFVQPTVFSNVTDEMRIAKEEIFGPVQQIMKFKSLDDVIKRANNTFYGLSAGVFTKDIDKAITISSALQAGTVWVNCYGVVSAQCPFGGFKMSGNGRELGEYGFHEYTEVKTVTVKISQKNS
JMJD2E inh: qHTS Assay for Inhibitors of Human Jumonji Domain Containing 2E (JMJD2E) | actives 1.6% (n = 230,000) | JMJD2E catalytic domain, FDH-coupled NADH fluorescence (FDH is formaldehyde dehydrogenase) | Potency, µM (top dose mostly 57.1 µM), for the others: top-dose activity change, negative = inhibition, usual class: inhibitors | Lysine-specific demethylase 4E (Homo sapiens), B2RXH2; active = well fitted inhibition curve with a large enough effect, not every such curve was filed as active; inconclusive = small, poorly fitted or top-dose-only effect, or another doubt; inactive = no such curve, though single readings can be large or run the other way;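 also: 0% = wells with enzyme and -100% = buffer wells without enzyme; nearly all actives have a fitted effect of over 50% in size; many of its hits are not listed in these tables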
Target sequence (B2RXH2 1-337 limits assumed): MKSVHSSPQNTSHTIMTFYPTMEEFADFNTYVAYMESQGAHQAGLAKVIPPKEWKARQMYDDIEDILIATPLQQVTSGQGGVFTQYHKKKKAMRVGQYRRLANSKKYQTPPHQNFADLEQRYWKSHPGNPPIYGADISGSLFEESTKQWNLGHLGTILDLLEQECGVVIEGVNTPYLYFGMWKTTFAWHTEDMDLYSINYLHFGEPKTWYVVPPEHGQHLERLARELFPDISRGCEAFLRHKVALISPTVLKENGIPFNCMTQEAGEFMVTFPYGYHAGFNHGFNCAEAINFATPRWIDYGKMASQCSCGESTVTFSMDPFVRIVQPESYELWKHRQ
Tau ThT inhib: qHTS for Inhibitors of Tau Fibril Formation, Thioflavin T Binding | Microtubule-associated protein tau (Homo sapiens), P10636 | recombinant tau K18 P301L, heparin-induced fibrillization, ThT fluorescence | Potency, µM (doses to about 57.4 µM), for the others: top-dose activity, negative = inhibition, actives largely listed as inhibitors | actives 2.1% (n = 270,000) | AID 1460, 2008; also: % is scaled to controls: 0 for no effect and ±100 for the full control effect; nearly all actives have a fitted effect of over 55% in size
Target sequence (P10636 561-689 P618L limits assumed): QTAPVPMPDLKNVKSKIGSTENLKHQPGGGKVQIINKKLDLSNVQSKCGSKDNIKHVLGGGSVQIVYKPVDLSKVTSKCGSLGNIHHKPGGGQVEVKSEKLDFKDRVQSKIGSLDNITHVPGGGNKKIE
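Heparin-induced (20 uM) aggregation of recombinant human K18 P301L tau, 15 uM unlabeled with 0.24 uM labeled, pH 7 acetate buffer, 6 hr at 37 C with compound. Fibrils quantified by 30 uM ThT fluorescence after 1 hr ambient incubation.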
Tau FP inhib: qHTS for Inhibitors of Tau Fibril Formation, Fluorescence Polarization; K18 P301L tau heparin fibrillization, Alexa594 FP, 6 h; Potency, µM (titrated, usually from 57.7 µM), for inactives: top-dose activity, negative = inhibition, actives largely listed as inhibitors; Microtubule-associated protein tau (Homo sapiens), P10636; actives 0.39% (n = 280,000); AID 1468, 2008; also: % is scaled to controls: 0 for no effect and ±100 for the full control effect; nearly all actives have a fitted effect of over 55% in size
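Read-out: fluorescence polarization of Alexa 594-labeled tau (0.24 uM), 555 nm excitation, 632 nm emission. Mixtures held 15 uM unlabeled K18 P301L, compound and 20 uM heparin, pH 7 acetate buffer, incubated 6 hr at 37 C.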
HttQ103 aggreg: qHTS Multiplex Assay to Identify Dual Action Probes in a Cell Model of Huntington: Aggregate Formation (GFP) | Potency, µM (series often up to 46.1 µM), inactives show top-dose activity change, negative = inhibition, hits mostly inhibitors | actives 1.1% (n = 220,000) | AID 1688, 2009 | PC12 HttQ103-GFP aggregates, Acumen cytometry, 40 h; also: % is scaled to controls: 0 for no effect and ±100 for the full control effect; nearly all actives have a fitted effect of over 60% in size
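PC12 cells with ecdysone-inducible HTT exon1 Q103-GFP, induced by 100 nM tebufenozide, given compounds in a concentration series. GFP aggregates (1–25 um, 6 SD above background) counted in lysates by laser-scanning cytometry, 488 nm excitation.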
SMN2 splice enh: qHTS Assay for Enhancers of SMN2 Splice Variant Expression; HEK293 SMN2-luciferase splicing reporter, luminescence, 30-36 h; Potency, µM (highest dose often 46.1 µM), inactives show at the top dose activity change, positive = activation, most hits filed as activators; actives 2.8% (n = 210,000); also: % of control where 0% means no effect; nearly all actives have a fitted effect of over 55% in size
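qHTS luciferase splicing reporter: luminescence rises when SMN2 exon 7 is included in transfected HEK293 cells. Compound exposure lasted 30-36 h at 37C, with 4.5 mM final sodium butyrate as control, followed by a ONE-Glo read.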
Tau fluor counter: Counterscreen qHTS for Inhibitors of Tau Fibril Formation, Fluorescence Polarization | tau K18 P301L Alexa594 fluorescence, heparin fibrillization | Potency, µM (series often up to 57.7 µM), without a hit: at the top dose activity change, negative = decrease | actives 0.93% (n = 280,000); also: % is scaled to controls: 0 for no effect and ±100 for the full control effect; nearly all actives have a fitted effect of over 55% in size
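Human tau K18 P301L (15 uM unlabeled, 0.24 uM Alexa 594-labeled) in 100 mM sodium acetate pH 7 with 20 uM heparin, 6 hr at 37 C. ThT 30 uM added, 1 hr ambient; Alexa 594 FP and total fluorescence read at 555/632 nm.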
HTT cytoprotect: qHTS Multiplex Assay to Identify Dual Action Probes in a Cell Model of Huntington: Cytoprotection (ATP); PC12 HTT-Q103 induced, cytoprotection, ATP luminescence, 40 h; actives 0.14% (n = 230,000); Potency, µM (titrated, usually from 56.4 µM), inactives show cytoprotection (ATP increase), actives largely listed as activators;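 also: % of control where 0% means no effect; nearly all actives have a fitted effect of over 45% in size; toxic huntingtin expression switched on by the ecdysone agonist tebufenozide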
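Rat PC12, Q103 Htt exon1-GFP fusion, ecdysone promoter; tebufenozide inducer 100 nM final; compound titration; qHTS, 1500 cells/well; ATPlite luminescent read.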
An asterisk follows results filed as active; ? = inconclusive; / = no result given; [ ] = dose if it differs, or a comment. Unless noted, calls follow the shape of the dose curve; as a rule, active = well fitted curve in the direction sought with a large enough effect; inconclusive = small, poorly fitted or top-dose-only effect, or another doubt; inactive = no such curve, though single readings can be large; an effect the other way counts as inactive or inconclusive. Potency is read from the fitted curve at half-maximal effect. This is a subset, so the mix of outcomes need not match the whole.

Below each SMILES – ALDH1A1 inh, JMJD2E inh, Tau ThT inhib, Tau FP inhib, HttQ103 aggreg, SMN2 splice enh, Tau fluor counter, HTT cytoprotect
Cc1ccc2nc(-c3cccc(NC(=O)c4ccco4)c3)[nH]c2c1
    -89%, ?, 2%, ?, 1%, 13µM*, ?, 13%[10 µM]
CCn1cc(SCC(=O)N2CCOCC2)c2ccccc21
    4%, -5%, 1%, -2%, -10%, ?, 10%, 37%[10 µM]
COC(=O)C(NS(=O)(=O)c1ccc(C)cc1)c1ccccc1 (stereo unspecified)
    -16%, -4%, -4%, -6%, ?, -15%, -4%, -47%
CC(C(=O)Nc1sc2c(c1C#N)CCCCC2)N1C(=O)c2ccccc2C1=O (stereo unspecified)
    -1%, 4%, 14%, 1%, ?, -21%, 12%, -17%[10 µM]
O=C(CSCc1ccc(Cl)cc1)Nc1cccc(C(=O)Nc2ccccc2C(=O)O)c1
    -6%, 9%, -15%, 1%, -3%, 7%, -15%, -5%[10 µM]
CCN(CC)C(=S)SCC(=O)c1ccccc1
    -3%, 5%, -23%, -10%, 9%, 13µM*, -14%, -24%
O=C(c1noc2c1CCc1ccccc1-2)N1CCOCC1
    -14%, 4%, 9%, 4%, 7%, ?, 8%, 3%[10 µM]
COCCNC(=O)CCc1nnc(Cc2ccc(-c3ccccc3)cc2)o1
    -1%, -7%, -11%, 11%, 5%[9.22 µM], /, -4%, 28%[10 µM]
Cc1occc1-c1nnc(SCCCC(=O)c2ccc(F)cc2)n1C
    ?, 7%, -6%, -14%, 4%, -9%, -3%, -18%[0.074 µM]
CCc1ccc(CNC(=O)c2cc(-c3ccc(Cl)s3)nc3ccccc23)cc1
    /, /, 13%, -1%, /, -2%, -2%, /
O=C(CCNC(=O)c1ccccc1Cl)Nc1ccc(S(=O)(=O)Nc2ncccn2)cc1
    7%, 6%, 0%, 5%, 16%, 15%, -1%, 8%[10 µM]
COc1ccccc1N1CCN(C(=O)C2CCN(S(=O)(=O)N3CCOCC3)CC2)CC1
    -3%, 8%, -7%, -6%, -21%, -4%, -2%, -11%
N/C(=N\OC(=O)CCCOc1ccc(Cl)cc1Cl)c1ccccn1
    -6%, -20%, ?, -6%, 6%, -3%, ?, -23%
COc1ccccc1C1=NOC(COC(=O)c2ccc(Br)cc2)C1 (stereo unspecified)
    7%, -3%, ?, -4%, 1%, -6%, -19%, -24%[10 µM]
CCOC(=O)c1ccc(NC(=O)CNS(=O)(=O)c2ccccc2)cc1
    -4%, 2%, -6%, -1%, -9%, 0%, -14%, 33%[1.9 µM]
COc1ccc2c(c1)C(c1ccc(C)cc1)CC(=O)O2 (stereo unspecified)
    3%[120 µM], /, -10%[81.4 µM], 1%[81.3 µM], /, /, -19%[81.3 µM], -48%[inhibitor][96.6 µM]
CSC1=C(C#N)C(c2cccs2)CC(=O)N1C (stereo unspecified)
    ?, ?, -8%, 2%, 7%, -8%, -1%, -2%
Cc1cc([N+](=O)[O-])nn1CC(=O)N/N=C/c1ccccc1O
    /, 7.9µM*, -5%, 5%, -23%[9.22 µM], /, 0%, -11%[10 µM]
O=C(Cc1ccc(Br)cc1)N/N=C/c1ccc(-c2cccc(C(=O)O)c2)o1
    /, ?, -14%, -4%, -1%[9.22 µM], /, -11%, -11%[10 µM]
Cc1ccc(S(=O)(=O)Nc2ccc(S(=O)(=O)Nc3ncccn3)cc2)cc1
    ?, -3%, 8%, 1%, 8%[9.22 µM], 3%, 8%, 1%
O=C(NCc1ccc(OC(F)(F)F)cc1)C1CC(c2cccc(F)c2)=NO1 (stereo unspecified)
    /, 1%, 4%, -3%, 14%[9.22 µM], /, -2%, -2%[10 µM]
COc1ccc(C(=O)COC(=O)CSCc2c(C)noc2C)cc1OC
    ?, 4%, -5%, -1%, -8%, 0%, -6%, -14%[10 µM]
Cc1nn(-c2ccccc2)c(C)c1CN
    -5%, 25%, -11%, -8%, -18%[9.22 µM], /, -11%, -5%[10 µM]
CCOc1ccc(C(c2c(C)[nH][nH]c2=O)c2c(C)[nH][nH]c2=O)cc1OC
    10%, 2%, -13%, -9%, 2%, /, -12%, 3%
Cn1c(SCc2cc(=O)[nH]c3ccccc23)nnc1-c1ccc(Br)cc1
    5%, -4%, -14%, 6%, 19%, 19%, -6%, 3%
CCOC(=O)c1ccc(NC(=O)C2CCN(S(=O)(=O)c3ccc(C)cc3)CC2)cc1
    /, /, 1%, -21%, /, -11%, -22%, /
CC1=C(C(=O)OCC2CCCCC2)C(c2ccc(Cl)cc2Cl)CC(=O)N1 (stereo unspecified)
    /, /, -8%, 4%, /, -1%, -4%, /
Oc1cccc2c(NC(=S)Nc3ccc(OC(F)F)cc3)cccc12
    ?, 0%, 11µM*, ?, 13µM*, -1%, 16µM*[quencher], -21%[10 µM]
C/C(=C\C(=O)c1ccc(Br)cc1)N1CCCCC1
    25µM*, -5%, -3%, -3%, 1%, -1%, -6%, -14%
CCn1cc([N+](=O)[O-])c(C(=O)N2N=C(c3ccc(Cl)c(Cl)c3)CC2c2ccccc2O)n1 (stereo unspecified)
    6%, 6%, -13%, -22%, /, 7%, ?, /
CCCCCCCC1(C)NC(=O)N(c2ccccc2)N1 (stereo unspecified)
    -9%, -1%, -15%, 3%, 0%, 12%, -13%, -13%
Cc1cc(/C=N/NC(=O)c2nn(C)cc2Cl)c(C)n1-c1cccc(Br)c1
    -5%, ?, -16%, 3%, -1%, -20%, -6%, /
CCOc1ncccc1C(=O)Nc1nnc(C2CC2)s1
    ?, 5%, -5%, 10%, 8%, 3%, 2%, -55%
CC(C)(C)C(=O)NNc1nc(-c2ccccc2)c2cc(Br)ccc2n1
    5%, -3%, ?, 1%, 7%, -22%, -14%, 3%[10 µM]
CCOCc1nc(N)[nH]c(=O)c1Cc1ccc(OC(C)C)cc1
    9%, -2%, -2%, -6%, -9%, -3%, -2%, 31%[10 µM]
COC(=O)Nc1ccc(S(=O)(=O)Nc2ccc(C(=O)O)cc2)cc1
    5%, 8%, -11%, -5%, /, 11%, -2%, /
Cc1ccc(C(=O)CSC2=C(C#N)C(c3ccco3)CC(=O)N2)c(C)c1 (stereo unspecified)
    ?, -2%, ?, -13%, -17%, -3%, -16%, -16%
COc1ccc(C2C=C(c3ccc(Cl)c(Cl)c3)Nc3ncnn32)cc1 (stereo unspecified)
    /, /, -3%, ?, /, -4%, -12%, /
O=C(OCC(=O)N1CCc2ccccc2C1)c1cc(=O)[nH]c2ccccc12
    /, ?, -12%, -4%, 4%[9.22 µM], /, -8%, -2%[10 µM]
COc1ccc(C(=O)NC2=C(C#N)CCC2)cc1OC
    2%, 7%, 4%, -4%, ?, -12%, 10%, 2%[10 µM]
CC(C)(C)c1cc(N)on1
    13%, 7%, 5%, 11%, 5%, 4%, 5%, /
COCCOC(=O)c1c(C)oc2ccc(NS(=O)(=O)c3ccc(C)cc3)cc12
    /, 3%, /, 3%, 7%[9.22 µM], /, -28%, -1%[10 µM]
Cc1c(C(=O)N2CCN(S(C)(=O)=O)CC2)oc2ccccc12
    ?, -2%, -12%, 7%, -4%, 0%, -9%, 4%
COC(=O)C1=C(C)N(C)C(C)=C(C(=O)OC)C1c1ccc(Cl)cc1
    1%, 8%, -6%, 7%, 26%, 10%, -4%, 5%
Cc1cc(NC(=O)CSc2n[nH]c(CC(C)C)n2)no1
    0%, -2%, 2%, 4%, ?, 2%, 4%, -26%[10 µM]
O=C(CCCOc1ccc(Cl)cc1Cl)N1CCc2ccccc2C1
    -2%, -8%, -15%, -3%, 2%, -58%[inhibitor], -13%, -8%[10 µM]
Cc1n[nH]c(C)c1CS(=O)(=O)c1ccccc1
    -8%, 2%, -1%, -1%, 5%, 18%, -4%, -46%[inhibitor][10 µM]
O=c1oc(-c2ccco2)nc2sc3c(c12)CCCCC3
    -5%, ?, ?, -12%, 3%[9.22 µM], 14µM*, -2%, -16%[10 µM]
CS(=O)(=O)N(CC(=O)N1CCCC1)Cc1ccccc1
    5%, 5%, 1%, 9%, 18%[9.22 µM], /, 15%[2.34 µM], 11%[10 µM]
CCN(CC)CC(O)COC(c1ccccc1)c1ccccc1 (stereo unspecified)
    /, -1%, -12%, -4%, 5%[9.22 µM], /, -24%, 15%[10 µM]
Cc1cccc(NC(=O)CCC(=O)N/N=C/c2ccco2)c1
    9%, 6%, -8%, -2%, 0%, -5%[1.84 µM], -6%, 9%[10 µM]
COc1cccc(CCNC(=O)c2cnc3sc(N4CCOCC4)nn3c2=O)c1
    /, /, -14%, 0%, /, 16%, -14%, /
CC(C)SCCCCOc1ccc2ccccc2c1
    1%, -5%, -21%, -6%, 28%, 22%, -13%, -46%[inhibitor]
Cc1ccc2c(c1)cc(C)c1nnc(SCC(=O)NCc3ccco3)n12
    1%, -3%, -7%, -4%, ?, -8%, -7%, -6%[10 µM]
CCc1nnc(NC(=O)CSc2nnc(CNc3ccc(OC)cc3)n2C)s1
    -3%, 5%, -13%, 4%, 21%, 8%, -2%, /
COc1ccc(CC(=O)Nc2ccc(-c3nc4cc(C)ccc4o3)c(O)c2)cc1OC
    ?, ?, -3%, ?, 25%, 46%, -5%, -14%
